# Bioassay records as filed in PubChem BioAssay.
# BAZ2B inh: BAZ2B (human) inhibition; AlphaScreen BAZ2B-H3K14Ac peptide displacement; Potency, µM (titrated, usually from 114 µM), for the others: top-dose activity change, negative = inhibition, usual class: inhibitors; 360,000 tested, 4.4% active; also: % is scaled to controls: 0 for no effect and ±100 for the full control effect; nearly all actives have a fitted effect of over 60% in size
#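 Protein-peptide AlphaScreen: BAZ2B 50 nM, b-H3K14Ac 50 nM, 1x PBS pH 7.4 + 0.01% Tween-20. Preincubation 30 min RT; cpd 30 min RT (top 110 uM); beads 20 min RT, light-protected.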
# Pol beta inh: inhibitors of human DNA polymerase beta. 340,000 tested, 1.3% active. AID 485314. Pol beta primer extension/strand displacement, fluorescence kinetic. P06746. Potency, µM (highest dose often 114 µM), for inactives: at the highest dose activity change, negative = inhibition, hits mostly inhibitors; also: % is scaled to controls: 0 for no effect and ±100 for the full control effect
#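 Kinetic readout of DNA synthesis with strand displacement by Pol beta. Compound and 10 nM enzyme sit 15 min at room temperature; 50 nM substrate starts the reaction, read immediately and at 10 min.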
# JMJD2A Tudor: inhibitors of human JMJD2A Tudor domain. AID 504339. 390,000 tested, 4.4% active. AlphaScreen JMJD2A-Tudor / H3K4me3 peptide binding. Potency, µM (top dose mostly 114 µM), inactives show top-dose activity change, negative = inhibition, actives largely listed as inhibitors. O75164; also: % is scaled to controls: 0 for no effect and ±100 for the full control effect; nearly all actives have a fitted effect of over 50% in size
# POLI inh: blocks human DNA polymerase iota activity. AID 588590. Potency, µM (highest dose often 115 µM), for inactives: at the top dose activity, negative = inhibition, most hits filed as inhibitors. 390,000 tested, 1% active. Pol iota fluorescent replication assay, 10 min
#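 Fluorescent replication assay read twice, at 0 min and 10 min after adding 50 nM (final) substrate. Enzyme (10 nM) and compounds were first incubated 15 min at room temperature; enzyme-free buffer wells were negative controls.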
# POLH inh: blocks human DNA polymerase eta activity | recombinant Pol eta, fluorescent DNA replication assay | Q9Y253 | Potency, µM (top dose mostly 114 µM), without a hit: top-dose activity change, negative = inhibition, actives largely listed as inhibitors | 390,000 tested, 1.2% active; also: % is scaled to controls: 0 for no effect and ±100 for the full control effect
# Target sequence (Q9Y253 whole entry, looked up): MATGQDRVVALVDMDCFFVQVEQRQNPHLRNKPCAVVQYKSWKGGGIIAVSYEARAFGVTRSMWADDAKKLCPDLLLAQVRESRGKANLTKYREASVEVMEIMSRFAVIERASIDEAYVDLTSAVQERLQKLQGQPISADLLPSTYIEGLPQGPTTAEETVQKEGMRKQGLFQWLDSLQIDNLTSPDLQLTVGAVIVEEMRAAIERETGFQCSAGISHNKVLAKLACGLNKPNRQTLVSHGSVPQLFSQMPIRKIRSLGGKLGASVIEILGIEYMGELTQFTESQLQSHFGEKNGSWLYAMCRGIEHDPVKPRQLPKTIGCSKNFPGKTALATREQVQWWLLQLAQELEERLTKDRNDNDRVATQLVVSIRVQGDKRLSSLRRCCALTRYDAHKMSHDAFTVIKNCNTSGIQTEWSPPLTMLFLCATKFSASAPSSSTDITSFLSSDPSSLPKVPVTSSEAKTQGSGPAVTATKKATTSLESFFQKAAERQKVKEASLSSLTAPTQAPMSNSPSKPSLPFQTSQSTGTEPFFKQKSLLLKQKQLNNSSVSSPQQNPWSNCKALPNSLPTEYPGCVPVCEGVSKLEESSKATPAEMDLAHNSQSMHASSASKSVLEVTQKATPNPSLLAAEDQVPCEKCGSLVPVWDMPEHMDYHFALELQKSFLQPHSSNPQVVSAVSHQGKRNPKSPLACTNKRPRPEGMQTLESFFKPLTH
#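 Fluorescent replication assay: 50 nM final substrate added after a 15 min room-temperature compound preincubation with 10 nM enzyme. Signal taken at 0 min and again at 10 min.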
# G9a inh: G9a (human) methyltransferase inhibition; AID 504332; G9a H3K9 monomethylation, AlphaScreen, 2 h; Potency, µM (top dose mostly 102 µM), without a hit: at the highest dose activity, negative = inhibition, usual class: inhibitors; 350,000 tested, 8.8% active; also: % is scaled to controls: 0 for no effect and ±100 for the full control effect; nearly all actives have a fitted effect of over 75% in size
#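 Using a bead-based AlphaScreen, monomethylated H3K9 product from 2 h room-temperature reactions (G9a 20 nM, peptide 500 nM, SAM 20 uM) was detected with 0.5 ug/mL rabbit anti-H3K9me1 antibody.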
# POLK inh: DNA polymerase kappa (human) inhibition; purified Pol kappa, fluorescent DNA synthesis assay, 10 min; Potency, µM (top dose mostly 107 µM), for the others: at the highest dose activity, negative = inhibition, most hits filed as inhibitors; 400,000 tested, 0.53% active; AID 588579; also: % is scaled to controls: 0 for no effect and ±100 for the full control effect
#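 Fluorescent qHTS in 1536-well format: enzyme (10 nM) and compound sat 15 min at room temperature before 50 nM substrate (final) was added. Signal taken at 0 and 10 min; no-enzyme buffer wells were negative controls.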
# APE1 inh: APE1 (human) endonuclease inhibition; 350,000 tested, 0.35% active; recombinant APE1, TAMRA/BHQ-2 abasic DNA cleavage fluorescence; Potency, µM (series often up to 65.8 µM), for the others: top-dose activity change, negative = inhibition, actives largely listed as inhibitors;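 also: plate controls were vehicle for no effect and reference inhibitor for full effect; nearly all actives have a fitted effect of over 55% in size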
# Target sequence (P27695 whole entry, looked up): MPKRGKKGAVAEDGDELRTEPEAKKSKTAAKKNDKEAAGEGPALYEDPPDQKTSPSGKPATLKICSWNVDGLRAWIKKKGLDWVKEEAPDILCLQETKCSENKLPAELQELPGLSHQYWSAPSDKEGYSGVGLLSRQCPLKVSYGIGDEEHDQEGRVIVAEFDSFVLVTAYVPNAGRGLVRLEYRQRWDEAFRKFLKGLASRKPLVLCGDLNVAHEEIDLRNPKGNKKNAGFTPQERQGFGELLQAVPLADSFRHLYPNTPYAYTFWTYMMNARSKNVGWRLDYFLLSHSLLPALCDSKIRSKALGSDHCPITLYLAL
#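 Substrate: short duplex with […] THF abasic site, 5'-TAMRA and 3'-BHQ-2, 50 nM final. APE1 at 0.75 nM, preincubated 15 min RT with compound. Fluorescence increase from first to third read measured activity.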
# BLM helicase inh: Bloom syndrome helicase (human) inhibition; P54132; recombinant BLM DNA unwinding, fluorescence dequenching; Potency, µM (top dose mostly 56.1 µM), for the others: at the highest dose activity change, negative = inhibition, actives largely listed as inhibitors; 350,000 tested, 0.2% active;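 also: plate controls were vehicle for no effect and no enzyme for full effect; nearly all actives have a fitted effect of over 35% in size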
# * = called active by the depositor; ? = inconclusive; nt = no result given; [ ] = remark or other dose. Calls follow the shape of the dose curve; as a rule, active = well fitted curve in the direction sought with a large enough effect; inconclusive = small, poorly fitted or top-dose-only effect, or another doubt; inactive = no such curve, though single readings can be large; an effect the other way counts as inactive or inconclusive. Potency is read from the fitted curve at half-maximal effect.
SMILES,BAZ2B inh,Pol beta inh,JMJD2A Tudor,POLI inh,POLH inh,G9a inh,POLK inh,APE1 inh,BLM helicase inh
Cc1ccc(CNC(=O)c2nc3nc(C)cc(C)n3n2)cc1,9%,2%,6%,19%,-16%,24%[2.33 µM],0%,0%,-1%
CCN(CC)CCNc1nc(-c2ccco2)c2c(c1C#N)CC(C)(C)OC2,2%,9%,-10%,27%,-16%,6%,4%,1%,9%
CC(C)n1nc(C(=O)Nc2ccccc2N2CCOCC2)c2ccccc2c1=O,2%,18%,-6%,12%,-7%,?,-15%,2%,0%
O=C(Nc1nnc(-c2ccco2)o1)c1ccc(N2C(=O)CCC2=O)cc1,18µM*,?,28µM*,22µM*,-4%,-26%,-32%,6%,-9%
Cc1cc(C)cc(NC(=O)c2cnn(-c3ccccc3)c2C2CCNCC2)c1,-27%,5%,-22%,-17%,2%,40µM*,-3%,-7%,-2%
NS(=O)(=O)c1cccc(NC(=O)CNC(=O)CC23CC4CC(CC(C4)C2)C3)c1,-20%,-11%,-13%,135%[activator],-13%,-14%,-10%,5%,-8%
COc1ccc(/C=C/C(=O)Nc2ccccc2C(=O)NCC(c2ccc(OC)cc2)N(C)C)cc1 (stereo unspecified),-32%,20%,?,19%,-10%,-4%[59 µM],0%,-3%[12.4 µM],5%
CCOCCCNCC(=O)N1CCN(S(=O)(=O)c2ccc(C)cc2)CC1,79µM*,-2%,4µM*,33%[activator],-4%,4.5µM*,-6%,-1%,0%
Cc1ccccc1NC(=O)c1ccc(Cl)c(S(=O)(=O)N2CCCCCC2)c1,2%,?,-5%,-26%,-16%,9%[59 µM],-17%,nt,-3%
CCCc1cc(=O)[nH]c(SCC(=O)N(CC)C2CCS(=O)(=O)C2)n1 (stereo unspecified),-1%,1%,-13%,6%,-9%,?,4%,5%,-1%
COc1cc(-c2noc(-c3ccc(N(C)C)c([N+](=O)[O-])c3)n2)cc(OC)c1OC,-1%,28µM*,-16%,?,-18%,-30%[59 µM],-10%,nt,-27%
CCn1c(O)c(/C=N/N=C2CCCCC2)c2cc(C3=NNC(=O)CC3)ccc21,0%,15%,-34%,57%[activator],-3%,?,1%,2%,-2%
COc1ccc2c(c1)C=C(C(=O)NCc1ccc(Cl)cc1)CO2,-1%,-18%,-21%,4%,-14%,-8%[59 µM],3%,-1%,-7%
O=C(Nc1ccc(Br)cc1)Nc1nc2c(s1)CCCCCC2,-2%,3%,-10%,-17%,16%,-9%[59 µM],-12%[60.1 µM],nt,0%
COC(=O)c1cc(NC(=O)C(C)c2ccc(CC(C)C)cc2)ccc1O (stereo unspecified),-2%,-26%,7%,0%,-21%,4%,-11%,-2%,-9%
CC1=CCc2c(cc3oc(C)cc(=O)c3c2O)OC1,nt,nt,nt,nt,nt,-39%[2.33 µM],-6%[60.1 µM],1%,1%
Cc1ccc(C)c(Nc2ncnc3c2cnn3-c2ccc(F)cc2)c1,-1%,1%,-7%,1%,-17%,7%[59 µM],-7%[60.1 µM],nt,-8%
CC(=O)N1CCOc2ccc(S(=O)(=O)N3CCC(C(=O)Nc4ccc(C)c(C)c4)CC3)cc21,-14%,-20%,-9%,7%,-18%,14%,-3%,15%,-2%
C=CC[C@H](CC(=O)NCCO)C(=O)N[C@@H](C)COC(=O)[C@@H](CC=C)CC(=O)OC(C)(C)C,nt,nt,11%,27%,-5%,nt,7%,24%,nt
CCOC(=O)C1CCN(C(c2cccc(F)c2)c2sc3nc(C)nn3c2O)CC1 (stereo unspecified),-4%,30%,-16%,11%,-8%,5%[59 µM],-1%,0%,1%
Cc1nc2ccccc2n1C1CC(=O)N(N(C)C)C1=O (stereo unspecified),-3%,16%,0%,9%,-3%,34%[12.7 µM],-13%,1%,1%
COc1cc(CCC(=O)Nc2nnc(C)s2)cc(OC)c1OC,?,46%,8%,21%,2%,-8%[59 µM],-1%,-6%[12.4 µM],-1%
COc1ccc(CCNC(=O)Cn2c(=O)c3cccn3c3cccnc32)c(OC)c1OC,-10%,0%,-19%,3%,-10%,nt,11%,-6%,-1%
Cc1ccccc1NC(=O)C(=O)N/N=C/c1cccc(Br)c1,-2%,11%,-6%[57.1 µM],15%,-18%,8%,-9%,2%,-8%

# Some of these compounds in order of their number in POLK inh, lowest first:
Structure	BAZ2B inh	Pol beta inh	JMJD2A Tudor	POLI inh	POLH inh	G9a inh	POLK inh	APE1 inh	BLM helicase inh
CC(C)n1nc(C(=O)Nc2ccccc2N2CCOCC2)c2ccccc2c1=O	2%	18%	-6%	12%	-7%	?	-15%	2%	0%
Cc1cc(C)cc(NC(=O)c2cnn(-c3ccccc3)c2C2CCNCC2)c1	-27%	5%	-22%	-17%	2%	40µM*	-3%	-7%	-2%
COc1ccc(/C=C/C(=O)Nc2ccccc2C(=O)NCC(c2ccc(OC)cc2)N(C)C)cc1 (stereo unspecified)	-32%	20%	?	19%	-10%	-4%[59 µM]	0%	-3%[12.4 µM]	5%
CCCc1cc(=O)[nH]c(SCC(=O)N(CC)C2CCS(=O)(=O)C2)n1 (stereo unspecified)	-1%	1%	-13%	6%	-9%	?	4%	5%	-1%

# (cont.)
SMILES,BAZ2B inh,Pol beta inh,JMJD2A Tudor,POLI inh,POLH inh,G9a inh,POLK inh,APE1 inh,BLM helicase inh
COc1ccc(Cl)cc1NC(=O)Cn1c(=O)oc2cc(S(=O)(=O)N3CCCCCC3)ccc21,1%,?,-7%,15%,-9%,-5%[59 µM],-7%[60.1 µM],nt,-5%
Cc1cc(Sc2ncnc(N)c2[N+](=O)[O-])ncn1,-29%,1%,-8%[57.1 µM],169%[activator],-2%,-3%[12.7 µM],-2%,0%,-10%
CCOc1ccc(Nc2nc(C)cc(C)c2C#N)cc1,-1%,19%,-28%,23%,-5%,?,-7%,-1%,1%
COc1ccc(OC2CCN(S(=O)(=O)c3ccc(OC)c(OC)c3)CC2)cc1,-15%,26%,-23%,4%,-1%,2%,-9%,17%,-11%
COc1ccc(CNC(=O)COC(=O)c2ccco2)cc1,-8%,12%,-10%,109%[activator],8%,nt,-4%,4%,0%
COc1ccc(CN2CCNC(=O)C2CC(=O)NCC(C)(C)N2CCOCC2)cc1C (stereo unspecified),-8%,2%,-9%,18%,-8%,20%[0.501 µM],-5%,-16%,-1%
CC(OC(=O)c1nc(Cl)ccc1Cl)C(=O)NC1CCCCC1C (stereo unspecified),3%,nt,-12%,19%,-21%,26%[12.7 µM],0%,32%,nt
O=C(CSc1cccc(C(F)(F)F)c1)N1CCN(S(=O)(=O)c2ccccc2)CC1,9%,2%,1%,24%,-5%,9%[2.33 µM],-9%,-6%,-4%
O=S(=O)(c1cccc2cccnc12)N1CCN(c2ccccn2)CC1,3%,27%,-3%[11.4 µM],20%,3%,6%,-8%,-1%,0%
COc1ccccc1CC1(C)NC(=O)N(CC(=O)Nc2cc(C)on2)C1=O (stereo unspecified),3%,-12%,-14%,-28%,-2%,-2%[12.7 µM],-5%,-5%,-2%
O=C(Nc1c(C(=O)N2CCC(N3CCCCC3)CC2)oc2ccccc12)c1ccc(F)cc1,-36%,-1%,-19%,17%,-10%,1%,-4%,22%,-10%
COc1ccc(NC(C)=O)cc1NC(=O)CSc1nnc(-c2cccnc2)n1C,-6%,0%,-6%,-2%,3%,0%[59 µM],-19%,-2%,1%
COc1ccc(C)cc1NC(=O)C1CC(=O)OC12CCCCC2 (stereo unspecified),5%,1%,-11%,3%,2%,19%,-11%,3%,1%
O=S(=O)(Nc1cccc2cccnc12)c1ccc(S(=O)(=O)N2CCCC2)cc1,?,12%,-19%,31%[activator],6%,12%[59 µM],-17%,-5%,-6%
Cc1ccccc1NC(=O)N1C2CCCC1CC(NC(=O)C1CC1)C2 (stereo unspecified),-5%,3%,4%,29%,-14%,3%[59 µM],-9%,10%,4%
C=C(C)C1CC=C(C)/C(=N\NC(=O)CNc2ccccc2OC)C1 (stereo unspecified),?,22%,?,3%,-7%,35µM*,-10%,12%,2%
O=C(Nc1ccccc1C(=O)O)c1ccc(N2C(=O)C3CC=CCC3C2=O)cc1 (stereo unspecified),-15%,1%,-8%,100%[activator],-19%,?,-25%,74%[activator],-8%
Cn1nc(C(C)(C)C)cc1C(=O)NCc1cc(F)cc2c1OCOC2,-7%,1%,-5%,25%,-6%,-1%,6%,0%,-2%
Cc1cc(C)c(S(=O)(=O)c2c(C)cccc2C)c(Cl)n1,-4%,29%,4%,-9%,-13%,76%[activator][59 µM],-2%,0%,-1%
Cc1cc2c(c(=O)n1CCc1ccccc1)C(c1ccco1)C(C#N)=C(N)O2 (stereo unspecified),-6%,31%,-7%,9%,-3%,3%[59 µM],-11%,4%,-7%
O=C(O)c1ccc2cccnc2n1,28µM*,3%,7.1µM*,124%[activator],?,35µM*,-9%,-5%,-12%
Cc1cn(C)c(CC(=O)NCc2ccccc2)c1C(=O)O,-15%,-2%,-31%,8%,-14%,0%[59 µM],-1%[60.1 µM],nt,-3%

# JMJD2A Tudor, hit marks shown above
SMILES,BAZ2B inh,Pol beta inh,JMJD2A Tudor,POLI inh,POLH inh,G9a inh,POLK inh,APE1 inh,BLM helicase inh
O=C(Nc1nnc(-c2ccco2)o1)c1ccc(N2C(=O)CCC2=O)cc1,18µM*,?,28µM*,22µM*,-4%,-26%,-32%,6%,-9%
CCOCCCNCC(=O)N1CCN(S(=O)(=O)c2ccc(C)cc2)CC1,79µM*,-2%,4µM*,33%[activator],-4%,4.5µM*,-6%,-1%,0%
O=C(O)c1ccc2cccnc2n1,28µM*,3%,7.1µM*,124%[activator],?,35µM*,-9%,-5%,-12%

# The list is partial. The share of hits here may be higher or lower than overall.
